Bioassay records deposited in PubChem by Fisher Drug Discovery Resource Center.
NPYLR7 ag: mosquito NPYLR7 agonism; activation, % at 10 µM; AID 1259423; HEK293T NPYLR7/Galpha15, GCaMP6s calcium fluorescence; 0.15% of 270,000 active; in the data active = activation above about 40%;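 note: 0% = vehicle and 100% = reference agonist at the receptor; some compounds past the cut are filed as inactive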
hcGAS inh: blocks human cGAS activity | inhibition, % at 12.5 µM | 0.081% of 290,000 active | recombinant h-cGAS, ATP depletion, Kinase-Glo luminescence | Q8N884;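 note: 0% = vehicle reaction and 100% = reaction without DNA for no activity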
Target sequence (Q8N884 whole entry, looked up): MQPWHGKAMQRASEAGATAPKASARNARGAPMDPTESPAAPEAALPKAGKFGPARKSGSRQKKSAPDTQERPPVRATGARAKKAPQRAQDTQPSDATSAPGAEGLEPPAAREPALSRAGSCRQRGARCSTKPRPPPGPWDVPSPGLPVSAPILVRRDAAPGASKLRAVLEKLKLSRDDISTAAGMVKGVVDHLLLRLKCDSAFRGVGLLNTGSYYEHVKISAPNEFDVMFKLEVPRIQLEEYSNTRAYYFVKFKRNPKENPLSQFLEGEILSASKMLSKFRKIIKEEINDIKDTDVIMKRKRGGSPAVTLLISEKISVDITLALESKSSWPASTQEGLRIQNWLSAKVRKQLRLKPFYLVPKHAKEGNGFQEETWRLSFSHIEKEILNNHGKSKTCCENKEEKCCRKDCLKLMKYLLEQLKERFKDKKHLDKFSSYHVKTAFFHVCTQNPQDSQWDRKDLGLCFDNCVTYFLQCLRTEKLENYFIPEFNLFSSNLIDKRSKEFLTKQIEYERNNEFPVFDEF
mcGAS lum: inhibitors of mouse cGAS | Q8C6L5 | recombinant cGAS, Kinase-Glo ATP depletion luminescence | inhibition, % at 12.5 µM | 0.15% of 160,000 active | AID 1259399;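 note: 0% = negative control wells and 100% = reference inhibitor with no enzyme activity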
Starred values were filed as active, the others as inactive; . = no result given. Cut-off read from the data, not from the text of the source, unless noted: active = inhibition above about 40%; inactive = the rest. Rows are unselected (roughly 0.29% active in at least one column).

SMILES | NPYLR7 ag | hcGAS inh | mcGAS lum
CS(=O)(=O)c1ccc(Cc2nc(CCc3ccccc3)n[nH]2)cc1 | -5.9 | -1.0 | .
O=C(Cc1ccc(NCc2ccsc2)cc1)NCCN1CCCCC1 | 6.1 | -17.0 | .
CC(C)c1nc2sc3c(N4CCOCC4)ncnc3c2c2c1COC(C)(C)C2 | 6.0 | -2.0 | .
O=C(NCC1Cc2cc(F)cc(-c3ccccn3)c2O1)c1cc(F)ccc1F (stereo not drawn) | 9.5 | -6.8 | -10.0
CN1CC2N(Cc3ccccc3-c3ccccc3)C3CCC2(CC3)OC1=O (stereo not drawn) | 16.3 | -4.3 | -8.3
CCC(Cn1ccnc1)Nc1nc(COC)nc2c1cnn2C (stereo not drawn) | -0.1 | -6.9 | .
CCOC(=O)Nc1ccc2c(c1)N(C(=O)CN(C)C)c1ccccc1CC2 | -23.8 | -3.5 | .
COCCNC(=O)C1(C)CCCN(Cc2ccc(C)c(C)c2)C1 (stereo not drawn) | 10.0 | 0.5 | -1.8
O=S(=O)(Nc1cc(F)ccc1F)c1ccc(C(F)(F)F)cc1 | 10.4 | -1.4 | .
O=C(C=Cc1ccccc1)N1CCN(S(=O)(=O)Cc2ccccc2)CC1 | 2.2 | -4.2 | -6.1
CCC(C(=O)NCc1ccco1)n1c(=O)n(-c2cccc(C)c2)c(=O)c2ccc(Cl)cc21 (stereo not drawn) | . | -8.7 | -5.2
COCC(=O)Nc1ccc(-c2cn3nc(OC)ccc3n2)cc1 | -7.8 | -3.7 | -7.6
O=C(CCn1c(=S)[nH]c2ccccc2c1=O)NCC1(c2ccccc2)CCCC1 | 3.7 | -0.6 | -4.9
COc1ccccc1CNC(=O)CNCC1(C)CC(C)=NO1 (stereo not drawn) | -3.1 | -13.8 | .
CN(CCC1CCCCO1)C1CCN(c2ccc(NC(=O)C3CCCC3)cc2)CC1 (stereo not drawn) | 4.6 | -4.1 | -22.1
Cc1cccc(C2=N/C(=C\c3cc4cc5c6c(c4oc3=O)CCCN6CCC5)C(=O)O2)c1 | 116.8* | -6.8 | -7.1
O=C(Nc1ccc(F)cc1)c1nn(-c2ccccc2F)c(=O)n(Cc2cccc(Cl)c2)c1=O | 3.0 | -3.9 | -3.4
CCCCCOc1ccc(C(=O)N2CCC(O)(c3ccccc3)CC2)cc1OCCCCC | 1.1 | -9.0 | -2.6
O=c1[nH]nc(SCc2ccccc2F)n2nc(-c3ccc(F)cc3)cc12 | 1.5 | -0.3 | -0.8
O=S(=O)(NCc1ccc2c(c1)OCO2)c1ccc(Oc2ccccc2)cc1 | -0.3 | 5.1 | 1.0
CN(CCCNC(=O)c1ccc2nc(-c3ccccc3)c(-c3ccccc3)nc2c1)c1ccccc1 | -7.6 | -3.4 | .
Cc1ccc(C)c(NC(=O)COc2coc(CN3CCc4ccccc43)cc2=O)c1 | 1.3 | -6.0 | -8.5
COc1cc(CNc2nc(C)nc(N(C)C)n2)ccn1 | 16.8 | -5.9 | .
O=C(c1cc2ccsc2n1CCCc1ccccc1)N1CCN(C/C=C/c2ccccc2)CC1 | -4.2 | -0.6 | 0.4
COCCN(Cc1cc(OC)cc(OC)c1)CC(O)c1ccccc1 (stereo not drawn) | 17.5 | -6.6 | -6.8
Cc1ccccc1NC(=O)c1cccc(S(=O)(=O)Nc2cccc(F)c2)c1 | -10.8 | -6.3 | -5.9
CCSc1ccc(Cl)cc1NC(=O)c1ccc(=O)n(C)c1 | 0.2 | -2.2 | .
CCn1nc(N)c2ccccc21 | -12.4 | -5.2 | .
Clc1ccc(CSc2nnc(-c3cc(-c4ccccc4)nc4ccccc34)n2CC2CCCO2)cc1 (stereo not drawn) | -6.3 | -7.5 | -7.0
COc1ccccc1CNC(=O)C1(C)CCN1Cc1ccc(-c2ccccn2)cc1 (stereo not drawn) | 6.2 | -10.8 | .
Cc1cccc(NC2CCN(S(=O)(=O)c3cccnc3)CC2)c1 | 3.6 | -4.9 | .
O=C(NC1CCCC1)c1nc(C(=O)N2CCC3(CC2)OCCO3)cs1 | . | -9.0 | -6.1
COCCN(CC(=O)N1CCc2sccc2C1c1ccc(Cl)cc1Cl)C(=O)Cc1cccs1 (stereo not drawn) | -14.1 | -2.6 | 0.2
COc1ccc(-c2cc(N)n(-c3ccc(C(=O)N(CCC#N)CCc4ccccn4)cc3)n2)cc1 | -8.8 | -6.8 | -3.9
COc1ccc(CCN(C)S(=O)(=O)c2ccc(OC)c(N3CCN(C(=O)C4(c5ccc(Cl)cc5)CCCC4)CC3)c2)cc1OC | 21.9 | -8.4 | -6.9
O=C(c1cccc(Cl)c1)N(CC(=O)N1CCc2sccc2C1c1ccc(Cl)cc1Cl)CC1CCCO1 (stereo not drawn) | -3.0 | 1.8 | 1.7
NC1CCCOc2c1ccc(Cl)c2Cl (stereo not drawn) | 5.3 | -4.0 | .
COc1ccc(C=NNC(=O)c2cc(-c3ccc4ccccc4c3)n[nH]2)cc1OC | 5.8 | -8.8 | -7.5
COc1ccc2[nH]c3c(c2c1)CCN(C(=O)c1cc2ccccc2s1)C3c1ccc(OCc2ccccc2)cc1 (stereo not drawn) | 7.3 | -18.3 | -9.2
C/C(=C\c1ccco1)CN1CCC(CNS(=O)(=O)C2CC2)C1 (stereo not drawn) | -1.3 | -5.5 | .

Some of the entries so far, as a markdown table.
| SMILES | NPYLR7 ag | hcGAS inh | mcGAS lum |
| --- | --- | --- | --- |
| O=c1[nH]nc(SCc2ccccc2F)n2nc(-c3ccc(F)cc3)cc12 | 1.5 | -0.3 | -0.8 |
| O=S(=O)(NCc1ccc2c(c1)OCO2)c1ccc(Oc2ccccc2)cc1 | -0.3 | 5.1 | 1.0 |
| CN(CCCNC(=O)c1ccc2nc(-c3ccccc3)c(-c3ccccc3)nc2c1)c1ccccc1 | -7.6 | -3.4 | . |
| Cc1ccc(C)c(NC(=O)COc2coc(CN3CCc4ccccc43)cc2=O)c1 | 1.3 | -6.0 | -8.5 |
| COc1cc(CNc2nc(C)nc(N(C)C)n2)ccn1 | 16.8 | -5.9 | . |
| O=C(c1cc2ccsc2n1CCCc1ccccc1)N1CCN(C/C=C/c2ccccc2)CC1 | -4.2 | -0.6 | 0.4 |
| COCCN(Cc1cc(OC)cc(OC)c1)CC(O)c1ccccc1 (stereo not drawn) | 17.5 | -6.6 | -6.8 |
| Cc1ccccc1NC(=O)c1cccc(S(=O)(=O)Nc2cccc(F)c2)c1 | -10.8 | -6.3 | -5.9 |
| CCSc1ccc(Cl)cc1NC(=O)c1ccc(=O)n(C)c1 | 0.2 | -2.2 | . |
| CCn1nc(N)c2ccccc21 | -12.4 | -5.2 | . |
| Clc1ccc(CSc2nnc(-c3cc(-c4ccccc4)nc4ccccc34)n2CC2CCCO2)cc1 (stereo not drawn) | -6.3 | -7.5 | -7.0 |
| COc1ccccc1CNC(=O)C1(C)CCN1Cc1ccc(-c2ccccn2)cc1 (stereo not drawn) | 6.2 | -10.8 | . |
| Cc1cccc(NC2CCN(S(=O)(=O)c3cccnc3)CC2)c1 | 3.6 | -4.9 | . |
| O=C(NC1CCCC1)c1nc(C(=O)N2CCC3(CC2)OCCO3)cs1 | . | -9.0 | -6.1 |
| COCCN(CC(=O)N1CCc2sccc2C1c1ccc(Cl)cc1Cl)C(=O)Cc1cccs1 (stereo not drawn) | -14.1 | -2.6 | 0.2 |
| COc1ccc(-c2cc(N)n(-c3ccc(C(=O)N(CCC#N)CCc4ccccn4)cc3)n2)cc1 | -8.8 | -6.8 | -3.9 |
| COc1ccc(CCN(C)S(=O)(=O)c2ccc(OC)c(N3CCN(C(=O)C4(c5ccc(Cl)cc5)CCCC4)CC3)c2)cc1OC | 21.9 | -8.4 | -6.9 |
| O=C(c1cccc(Cl)c1)N(CC(=O)N1CCc2sccc2C1c1ccc(Cl)cc1Cl)CC1CCCO1 (stereo not drawn) | -3.0 | 1.8 | 1.7 |
| NC1CCCOc2c1ccc(Cl)c2Cl (stereo not drawn) | 5.3 | -4.0 | . |
| COc1ccc(C=NNC(=O)c2cc(-c3ccc4ccccc4c3)n[nH]2)cc1OC | 5.8 | -8.8 | -7.5 |
| COc1ccc2[nH]c3c(c2c1)CCN(C(=O)c1cc2ccccc2s1)C3c1ccc(OCc2ccccc2)cc1 (stereo not drawn) | 7.3 | -18.3 | -9.2 |
| C/C(=C\c1ccco1)CN1CCC(CNS(=O)(=O)C2CC2)C1 (stereo not drawn) | -1.3 | -5.5 | . |

(cont.)
SMILES | NPYLR7 ag | hcGAS inh | mcGAS lum
C=C1C(C)(C)[C@H]2CC[C@]1(C(=O)NCCSc1nnnn1C)C2 | 1.8 | -5.0 | -15.5
NC(=O)C1(NS(=O)(=O)c2cc(Br)ccc2Br)CCCCC1 | 3.4 | -5.0 | .
Cc1ccccc1C(CNC1CCSCC1)N(C)C (stereo not drawn) | 17.1 | -6.0 | -12.5
Cc1cc(-n2c(C)cc(C(=O)COC(=O)C3CC4CCCC(C3)C4=O)c2C)no1 (stereo not drawn) | 7.2 | -8.9 | .
O=C(Cc1ccsc1)N(C/C=C/c1ccccc1)CCO | 5.1 | -1.5 | .
CNS(=O)(=O)c1cc(-c2nnc(Nc3ccc(CC(N)=O)cc3)c3ccccc23)ccc1C | -17.5 | -3.8 | .
CCC(C)C(NC(=O)CCCCCN)C(=O)Nc1ccc2c(c1)CCC2 (stereo not drawn) | . | -1.0 | -0.2
Nc1cc(-c2ccc(Cl)cc2)nn1-c1ccc(C(=O)NCc2ccco2)cc1 | 1.3 | -3.9 | -3.5
CCOC(=O)Cn1c(C2CC(=O)N(c3cccc(SC)c3)C2)nc2ccccc21 (stereo not drawn) | 1.1 | -0.1 | 1.2
CC(C)c1nccc(-c2c(-c3ccccc3)ncn2CCc2cnc[nH]2)n1 | 4.7 | -1.2 | -6.4

Taken from above:
hcGAS inh result of Cc1ccccc1NC(=O)c1cccc(S(=O)(=O)Nc2cccc(F)c2)c1 : -6.3
NPYLR7 ag result of CC(C)c1nc2sc3c(N4CCOCC4)ncnc3c2c2c1COC(C)(C)C2 : 6.0

(cont.)
SMILES | NPYLR7 ag | hcGAS inh | mcGAS lum
COc1ccc(NC(=O)c2cnn3c(C(F)(F)F)cc(-c4ccc(C)cc4)nc23)c(OC)c1 | 1.6 | -3.7 | -7.0
O=C(N=Nc1c(O)[nH]c2ccc(F)cc12)c1ccc(Br)cc1 | 0.2 | -3.5 | -5.2
CCC(C)NS(=O)(=O)c1ccc(OC)c([N+](=O)[O-])c1 (stereo not drawn) | -7.5 | 0.9 | .
CCN1CCCC1CNc1ccc2c(-c3ccccc3OC)noc2n1 (stereo not drawn) | 2.2 | -5.5 | -5.3
Cc1ccc(Cl)c(C(=O)N2CCOC(COc3ccc(Cl)c(C)c3)C2)c1 (stereo not drawn) | 19.9 | -4.5 | .
Cc1cc(C(=O)COC(=O)C=Cc2ccco2)c(C)n1CC1CCCO1 (stereo not drawn) | -5.9 | -4.6 | .
Cc1cc(C(=O)CSc2ncnc3sccc23)c(C)n1C1CC1 | 4.6 | -3.1 | .
CC(C)C(NC1CSCCSC1)c1nccn1C (stereo not drawn) | 2.1 | -6.7 | -11.0
CSC1CCC(NC(=O)NC(c2ccccn2)C(C)C)C1 (stereo not drawn) | 4.0 | -12.5 | .
CSC1=NCCN1C(=O)C12CC3CC(CC(C3)C1)C2 | -3.8 | -6.2 | 1.9
N#Cc1cnc(N2CCCCCC2CC(O)c2ccccc2)c(Cl)c1 (stereo not drawn) | 12.1 | -3.8 | .
Cc1ccc(C2=NN(C(=O)CN3CCN(Cc4ccccc4)CC3)C(c3ccco3)C2)cc1 (stereo not drawn) | -2.5 | -6.3 | -7.0
O=C(CCc1ccccc1)NC1CCN(c2ccccc2C(=O)NCc2ccc(F)cc2)CC1 | -10.0 | 1.3 | -0.7
Cc1ccc(S(=O)(=O)N(C)Cc2nc(-c3ccncc3)no2)cc1 | -3.4 | 5.5 | .
O=C(NC1CCN(c2ccccc2C(=O)N2CCN(c3ccccn3)CC2)CC1)C1CCCCC1 | -2.7 | -5.4 | -3.3
CCCCN1C(C2CC2)=NS(=O)(=O)c2cc([N+](=O)[O-])ccc21 | 1.9 | 0.5 | .
[O-][n+]1onc2c1ccc1nnnn12 | 1.0 | 3.3 | -1.0
O=C(CCN1CCOC1=O)Nc1nc2c(s1)CC(c1ccccc1)CC2 (stereo not drawn) | -0.7 | -4.7 | -15.6
CC(C)Cc1noc(CSCC(=O)NC2CCS(=O)(=O)C2)n1 (stereo not drawn) | 17.6 | -7.3 | .
CCn1cc(C(CC(=O)NCCc2ccc(OC)c(OC)c2)c2cccc(Cl)c2)c2ccccc21 (stereo not drawn) | -1.6 | -7.6 | -6.8
CC1(C)CC(N2CCC(CN)C2)CC(C)(C)N1 (stereo not drawn) | . | -8.6 | -13.0
c1ccc2[nH]c(SN3CCOCC3)nc2c1 | -1.5 | -5.2 | -2.8
CCN1CCN(C(c2cccs2)C2Sc3ncnn3C2=O)CC1 (stereo not drawn) | 4.3 | -0.6 | -3.9
CC(=O)NCCCc1nc(-c2ccsc2)no1 | 16.1 | -8.7 | .
Cc1ccc2c(c1)CCN1C(=O)CN(C(=S)Nc3cc(F)cc(F)c3)CC21 (stereo not drawn) | 21.2 | -5.6 | -3.8
COc1ccc(C2(Cn3ccnc3-c3cccnc3)CCCC2)cc1 | -2.7 | -7.5 | 0.7
Cc1nc(C)c(Cc2ccccc2Cl)c(N2CCN(C(=O)/C=C/c3ccccc3)CC2)n1 | -0.9 | 6.9 | 1.4
CCOC(=O)c1ccc(Nc2nnc(-c3cc4ccccc4oc3=O)s2)cc1 | -12.8 | -2.2 | -5.1
CCOc1ccc(C(=O)N2CCC3(CCN(C)CC3)C2)o1 | 8.0 | -4.8 | .
COc1ccc(/C=C/C(=O)Nc2ccc(C)cc2C)cc1Br | 4.0 | -6.0 | .
COc1ccc(CNC(=O)c2ccccc2NS(=O)(=O)c2ccc(-c3ccccc3)cc2)cc1 | -1.7 | -6.3 | -6.3
CC(C)(C)c1ccc(C(=O)CCCN2CCC(OC(c3ccccc3)c3ccccc3)CC2)cc1 | -18.7 | -2.5 | .
